FLuc modulator: counter-screen for miR-21 project: firefly luciferase inhibitors or activators; Potency, µM (top dose mostly 57.5 µM), for inactives: at the highest dose activity change, negative = inhibition, hits mostly inhibitors; P08659; AID 588342; purified FLuc, Km substrates, luminescence inhibition; 360,000 tested, 6.9% active;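 further: plate controls were vehicle for no effect and reference inhibitor for full effect; nearly all actives have a fitted effect of over 55% in size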
Target sequence (P08659 whole entry, looked up): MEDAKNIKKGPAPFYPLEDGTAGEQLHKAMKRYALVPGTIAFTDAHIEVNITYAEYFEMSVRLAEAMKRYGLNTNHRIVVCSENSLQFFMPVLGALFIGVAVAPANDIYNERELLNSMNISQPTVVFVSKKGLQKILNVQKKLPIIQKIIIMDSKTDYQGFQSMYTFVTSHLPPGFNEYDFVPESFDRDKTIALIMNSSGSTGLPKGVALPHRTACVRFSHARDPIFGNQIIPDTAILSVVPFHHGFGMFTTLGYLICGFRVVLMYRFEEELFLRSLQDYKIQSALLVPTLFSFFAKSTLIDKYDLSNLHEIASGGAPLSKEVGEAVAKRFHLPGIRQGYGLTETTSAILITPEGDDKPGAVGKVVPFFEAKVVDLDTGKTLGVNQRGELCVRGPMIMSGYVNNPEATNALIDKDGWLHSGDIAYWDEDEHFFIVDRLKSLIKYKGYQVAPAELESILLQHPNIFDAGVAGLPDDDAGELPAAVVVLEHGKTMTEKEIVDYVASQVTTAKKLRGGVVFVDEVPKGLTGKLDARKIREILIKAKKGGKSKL
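Purified P. pyralis luciferase (10nM final) with 10uM D-luciferin and 10uM ATP (Km levels) in 50mM Tris acetate pH 7.5, 10mM Mg acetate, 0.01% Tween-20, 0.05% BSA; qHTS 6-point titration, ~60 µM downward; luminescence read.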
uPA generation: cell surface uPA generation inhibition; cell surface uPA generation assay, qHTS; Potency, µM (series often up to 38.3 µM), without a hit: top-dose activity change, negative = inhibition, most hits filed as inhibitors; 330,000 tested, 0.31% active; AID 540303; active means well fitted inhibition curve with a large enough effect; inconclusive means small, poorly fitted or top-dose-only effect; inactive means no such curve, though single readings can be large or run the other way; tested in mouse RAW 264.7 cells; further: on the % scale 0 is the no-effect control and ±100 the full control effect; nearly all actives have a fitted effect of over 55% in size
NPC1 prom act: activators of NPC1 promoter; AID 485313; 320,000 tested, 2.4% active; Potency, µM (highest dose often 9.22 µM), inactives show at the highest dose activation, most hits filed as activators; Huh7 NPC1 promoter luciferase reporter, 24 h;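 further: % of control where 0% means no effect; nearly all actives have a fitted effect of over 60% in size; reporter is driven by a mutant NPC1 promoter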
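Luminescence read-out of NPC1 promoter-driven luciferase in stably transfected Huh7 cells; compounds delivered in DMSO and left 24 h at 37C, 5% CO2, qHTS titration format.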
ELG1 genotox: inducers of genotoxicity in HEK293T ELG1-luciferase cells; HEK293T ELG1-luciferase reporter, luminescence, 16 h; Potency, µM (titrated, usually from 46 µM), without a hit: top-dose activity change, positive = activation, most hits filed as activators; 330,000 tested, 1.3% active; further: % of control where 0% means no effect; nearly all actives have a fitted effect of over 60% in size
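After overnight (16 hr) compound treatment at 37 °C, ELG1-luciferase HEK293T cells were lysed with ONE-Glo; luminescence quantified 30 min later at room temperature.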
p53 reactivation: re-activators of mutant p53; H1299 p53-A138V BP100-luciferase reporter, luminescence, 24 h; Potency, µM (highest dose often 92.2 µM), for the others: at the highest dose activity change, positive = activation, actives largely listed as activators; 320,000 tested, 0.063% active; AID 504706; further: % of control where 0% means no effect; nearly all actives have a fitted effect of over 45% in size
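p53-null H1299 cells stably carrying temperature-sensitive p53-A138V and a BP100-luciferase reporter were pinned with compounds (4-point, 1:5 series) and held 24 hrs at 37 deg C. Luminescence was read 10 min after detection reagent.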
VP16 counter: inhibits Gal4-VP16 luciferase reporter, ROR gamma counter-screen; AID 2546; Drosophila S2 Gal4-VP16 UAS-luciferase, luminescence, 20 h; Potency, µM (highest dose often 53.6 µM), for the others: top-dose activity, negative = inhibition, most hits filed as inhibitors; 310,000 tested, 3.5% active;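 further: Gal4-VP16 expression switched on by copper sulfate through the metallothionein promoter; on the % scale 0 is the no-effect control and ±100 the full control effect; nearly all actives have a fitted effect of over 50% in size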
MBNL1-CUG inh: MBNL1-poly(CUG) RNA binding inhibition | Q9NR56 | TR-FRET MBNL1-His/biotin-(CUG)12 binding, 665/545 ratio | Potency, µM (top dose mostly 57.5 µM), for the others: at the top dose activity change, negative = inhibition, hits mostly inhibitors | 280,000 tested, 0.036% active | AID 2675; active means well fitted inhibition curve with a large enough effect in the signal ratio, with a control signal flat, not every such curve was filed as active; inconclusive means small, poorly fitted or top-dose-only effect, or effect the other way, or a change in a side signal; inactive means no such curve, though single readings can be large or run the other way; the % refers to the signal ratio; further: on the % scale 0 is the no-effect control and ±100 the full control effect
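His-tagged MBNL1 binding to biotinylated (CUG)12 RNA was measured by TR-FRET using terbium anti-His antibody (0.055 ng/ul final) and streptavidin-XL665 (5 nM final). Compounds were titrated 92 nM to 58 uM; 60 min at room temperature.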
RORg inh: ROR gamma (mouse) transcription inhibition. 310,000 tested, 5.4% active. Drosophila S2 Gal4-RORgamma UAS-luciferase reporter, 20 h. P51450. Potency, µM (top dose mostly 53.6 µM), without a hit: top-dose activity change, negative = inhibition, most hits filed as inhibitors; further: on the % scale 0 is the no-effect control and ±100 the full control effect; nearly all actives have a fitted effect of over 60% in size
Target sequence (P51450 whole entry, looked up, the tested form may be a part): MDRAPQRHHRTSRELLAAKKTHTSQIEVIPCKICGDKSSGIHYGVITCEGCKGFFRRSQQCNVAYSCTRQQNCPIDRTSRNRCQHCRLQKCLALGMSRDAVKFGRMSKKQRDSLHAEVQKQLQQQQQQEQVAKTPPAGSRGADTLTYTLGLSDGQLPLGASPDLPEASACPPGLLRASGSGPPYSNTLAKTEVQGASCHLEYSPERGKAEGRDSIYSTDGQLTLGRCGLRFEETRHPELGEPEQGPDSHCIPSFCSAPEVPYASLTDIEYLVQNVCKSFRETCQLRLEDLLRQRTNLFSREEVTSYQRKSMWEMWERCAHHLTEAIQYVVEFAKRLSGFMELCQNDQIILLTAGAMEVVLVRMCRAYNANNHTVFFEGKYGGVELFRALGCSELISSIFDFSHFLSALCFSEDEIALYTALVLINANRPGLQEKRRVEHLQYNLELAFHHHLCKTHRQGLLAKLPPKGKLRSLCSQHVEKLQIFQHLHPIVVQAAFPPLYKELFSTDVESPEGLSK
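Compounds are pin-transferred onto Drosophila Schneider cells expressing a copper-inducible Gal4–ROR gamma transactivation domain fusion. After 1 hr, copper sulfate is added to 700 uM final; luciferase is read 20 hr later.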
BRCA1 expr act: activators of BRCA1 expression; MCF7-BRCA1-FFLuc reporter, luminescence, 48 h; response scale: scaled: vehicle 0%, 10 µM genistein 100%; Potency, µM (titrated, usually from 46.1 µM), without a hit: top-dose activation, actives largely listed as activators; 380,000 tested, 1.1% active; further: nearly all actives have a fitted effect of over 80% in size; some results filed as inactive show a strong effect at the top dose
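Quantitative HTS in MCF7 cells stably reporting BRCA1 expression via firefly luciferase. Compound treatment lasts 48 h at 37 °C in phenol-red free MEM. Activation is expressed relative to genistein at 10 microM and DMSO.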
Rab9 promoter act: Rab9 promoter activation. Huh7 Rab9 promoter-luciferase reporter, luminescence, 24 h. Potency, µM (doses to about 9.22 µM), without a hit: at the highest dose activation, negative = inhibition, actives largely listed as activators. 320,000 tested, 2.8% active. AID 485297; further: % of control where 0% means no effect; nearly all actives have a fitted effect of over 60% in size
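Luminescence from Amplite-detected luciferase (10 minutes, ambient) reports Rab9 promoter activation. Before that, stable Rab9-luciferase Huh7 cells (1500/well, reduced-serum OP-MEM I plus 10% FBS) were exposed to compound for 24 hours at 37C.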
* = called active by the depositor; ? = inconclusive; · = not tested or not shown; [ ] = dose if it differs, or a comment. Unless noted, the call rests on the fitted dose curve; in most records, active means well fitted curve in the direction sought with a large enough effect; inconclusive means small, poorly fitted or top-dose-only effect, or another doubt; inactive means no such curve, though single readings can be large; an effect the other way counts as inactive or inconclusive. Potency means the concentration at half of the fitted maximal effect.

item	mol	FLuc modulator	uPA generation	NPC1 prom act	ELG1 genotox	p53 reactivation
1	CCN(C(=O)COC(=O)c1ccc[nH]c1=O)c1cccc2ccccc12	·	5%	·	1%	5%
2	CNC(=S)NNc1ccccc1[N+](=O)[O-]	-19%	3%	-2%	1%	16%
3	CCOCCCNC(=O)CN1C(=O)CSc2cc(S(=O)(=O)N3CCCCCC3)ccc21	-2%	-2%	1%	3%	-4%
4	COc1ccc(OCC(=O)Nc2cc(OC)ccc2N2CCCCC2)cc1	4%	0%	-1%	-11%	-2%
5	COc1cccc(N(C(=O)c2snc(C(N)=O)c2N)C(C(=O)NCC2CCCO2)c2cccs2)c1 (stereo not drawn)	1%	2%	2%	-1%	-2%
6	CCOc1ccc(CNc2cccc(SC)c2)cc1	2%	-1%	-9%	-5%	1%
7	O=C(c1cccc2c1C(=O)N(Cc1cccnc1)C2)N1CCN(c2ccccc2)CC1	-1%	2%	-1%	-2%	7%
8	Cc1ccc(C(=O)Nc2ccc(N3CCOCC3)nc2N2CCOCC2)cc1	8%	-3%	0%	-7%	-5%
9	O=C(Nc1ccc(Cl)cn1)c1cc(S(=O)(=O)N2CCCCC2)ccc1Cl	-3%	2%	13%	-5%	1%
10	Cc1ccccc1CSc1nc(C(C)(C)C)cc(=O)[nH]1	2%	2%	-1%	4%	-1%
11	CCN(C(=O)c1cc2cc(OC)ccc2oc1=O)c1cccc(C)c1	-3%	·	-4%	-1%	-2%
12	CCOC(=O)c1c(O)c2cccc3c2n(c1=O)CC3	-5%	12%	1%	-7%	-1%

item	VP16 counter	MBNL1-CUG inh	RORg inh	BRCA1 expr act	Rab9 promoter act
1	·	·	·	-18%	·
2	6%	·	16µM*	-15%	3%
3	1%	0%	-12%	-4%	6%
4	?	3%	?	-36%	-6%
5	24%	11%	?	-25%	4%
6	-15%	5%	8%	-17%	-5%
7	3%	1%	?	-26%	-2%
8	-13%	-6%	-1%	13%	0%
9	-4%	6%	1%	-10%	-5%
10	-5%	3%	-3%	-3%	-8%
11	1%	10%	8%	-2%	-2%
12	7%	-4%	-1%	-10%	0%

Next part:
item	mol	FLuc modulator	uPA generation	NPC1 prom act	ELG1 genotox	p53 reactivation
13	CCOc1ccccc1C(=O)OCC(=O)Nc1cc(Cl)ccc1Oc1ccccc1	-3%	0%	-6%	-5%	1%
14	Cc1ccc(N=Nc2c(N)[nH]n3c(=O)cc(C)nc23)cc1	17µM*	-4%	2%	-6%	12%
15	COc1ccc(OCC(=O)NNC(=O)Nc2cccc(Cl)c2)cc1	-1%	-5%	1%	-4%	-9%
16	Cc1c(Br)c([N+](=O)[O-])nn1CC(=O)NCc1ccco1	1%	1%	0%	1%	-4%
17	CC(=O)Nc1ccc(-c2nnc(SCC(=O)n3c4c(c5ccccc53)CCCC4)n2C)cc1	6%	3%	-1%	0%	-25%
18	Nc1cnc(-c2ccccc2)nc1Cl	?	1%	17%	13%	26%
19	CC(C)(C)c1cc(C(=O)N2CCc3ccccc32)ccn1	-1%	·	0%	-3%	3%
20	CCOc1cc(CNc2ncc(-c3ccc(OC)cc3)n2C)ccc1O	-3%	·	-1%	-6%	3%
21	CN(CCc1ccccn1)C1CCCN(S(=O)(=O)c2ccc(F)c(Cl)c2)C1 (stereo not drawn)	-1%	-1%	-1%	-3%	7%
22	CCOc1ccc(S(=O)(=O)N(CC)CC(=O)NCc2ccco2)cc1C	2%	-6%	-2%	-16%	-3%
23	C=C(C)CSc1ncc(-c2cccc(C(F)(F)F)c2)cn1	-11%	·	-7%	0%	6%
24	COc1ccccc1C(=O)NCCC(=O)NC(C)c1ccc(-n2ccnc2)cc1 (stereo not drawn)	6%	-6%	-6%	1%	5%

item	VP16 counter	MBNL1-CUG inh	RORg inh	BRCA1 expr act	Rab9 promoter act
13	-2%	-9%	?	-9%	2%
14	-24%	?	10µM*	1%	0%
15	-11%	-1%	6%	4%	-1%
16	-5%	?	17%	-17%	-4%
17	0%	2%	-1%	6%	-8%
18	23%	-4%	19%	61%	0%
19	8%	-5%	?	-4%	-3%
20	21%	?	-19%	-21%	-1%
21	4%	-6%	-5%	-2%	-4%
22	-10%	-1%	-1%	-6%	-3%
23	9%	-6%	?	1%	9%
24	·	·	·	-28%	2%

Molecules listed so far that contain a tert-butyl group:
item	mol	FLuc modulator	uPA generation	NPC1 prom act	ELG1 genotox	p53 reactivation
10	Cc1ccccc1CSc1nc(C(C)(C)C)cc(=O)[nH]1	2%	2%	-1%	4%	-1%
19	CC(C)(C)c1cc(C(=O)N2CCc3ccccc32)ccn1	-1%	·	0%	-3%	3%

item	VP16 counter	MBNL1-CUG inh	RORg inh	BRCA1 expr act	Rab9 promoter act
10	-5%	3%	-3%	-3%	-8%
19	8%	-5%	?	-4%	-3%

(list continues)
item	mol	FLuc modulator	uPA generation	NPC1 prom act	ELG1 genotox	p53 reactivation
25	CCNS(=O)(=O)c1cc(Br)ccc1OC	-1%	·	0%	0%	1%
26	Cc1ccc(N(Cc2ccccc2)C(=O)c2cc(S(=O)(=O)N3CCOCC3)ccc2F)cc1	19µM*	3%	-2%	0%	1%
27	O=C(CSc1nc2ccccc2[nH]1)NCC1CCCO1 (stereo not drawn)	-4%	3%	3%	5%	3%
28	COc1ccc(CCN2C(=O)CS/C2=N/NC(=O)c2ccccc2F)cc1OC	-7%	-14%	-1%	-3%	-5%
29	CCOC(=O)c1ccc(NS(=O)(=O)c2cc3c4c(c2)CCN4C(=O)CC3)cc1	2%	-20%	-1%	0%	7%
30	CC(=O)N1CCN(C(=O)c2ccc(C(=O)c3ccccc3)cc2)CC1	1%	-10%	-1%	-1%	-3%
31	O=C(O)c1ccc(N2C(=O)CC(N3CCN(c4cccc(C(F)(F)F)c4)CC3)C2=O)cc1 (stereo not drawn)	-2%	0%	-3%	0%	·
32	Cn1c2ccccc2c(=O)c2cc(NCCCN3CCOCC3)ccc21	·	?	·	?	?
33	CC(C)[C@H](NC(=O)c1ccco1)C(=O)OCC(=O)N1CC(=O)Nc2ccccc21	-1%	2%	-6%	-3%	1%
34	Cc1nc2ccc(S(=O)(=O)NCC(=O)N3CCN(c4ccccn4)CC3)cc2s1	5%	4%	0%	0%	-12%
35	CCOc1ccc(C(=O)OCC(=O)N2CCCC2)cc1	-17%	0%	20%	?	16%
36	COc1cc2c(cc1OC)-c1cc(Nc3ccc(C(=O)O)cc3)nc(=O)n1CC2	?	5%	1%	4%	-6%

item	VP16 counter	MBNL1-CUG inh	RORg inh	BRCA1 expr act	Rab9 promoter act
25	-10%	-14%	-13%	-1%	-7%
26	·	·	·	-38%	1%
27	6%	-20%	39%	37%	2%
28	-6%	-3%	-22%	1%	-3%
29	·	·	·	-33%	1%
30	-13%	2%	11%	-40%	-1%
31	-1%	-2%	17%	-7%	-2%
32	·	·	·	?	·
33	-6%	1%	1%	0%	0%
34	1%	-5%	23%	-32%	1%
35	4%	-6%	0%	87%	30%
36	5%	-1%	16%	4%	-1%

Continued.
item	mol	FLuc modulator	uPA generation	NPC1 prom act	ELG1 genotox	p53 reactivation
37	Cc1ccc(OCC(=O)Nc2c3c(nn2C(C)(C)C)CS(=O)(=O)C3)cc1	2%	0%	0%	3%	4%
38	c1ccc(-c2cn(-c3ccccc3)c3ncnc(NCCCN4CCOCC4)c23)cc1	-2%	1%	-5%	0%	8%
39	CCc1cc2c(N3CCN(c4nnc(CC)s4)CC3)ncnc2s1	-1%	-14%	0%	-12%	26%
40	C/C=C/c1ccc(OCCn2cncn2)c(OC)c1	6%	1%	-2%	0%	0%
41	COc1ccc(NC(=O)CSc2nnc(NC(=O)c3ccccc3C(=O)O)s2)cc1	27µM*	1%	-1%	-2%	-1%
42	O=C(CCCN1C(=O)c2ccccc2C1=O)NCCC1=CCCCC1	1%	·	5%	3%	4%
43	CCC(=O)n1nc(-c2ccc(Cl)cc2)nc1N	-8%	-18%	2%	6%	5%
44	Cn1cnnc1SCc1cccc(Br)c1	-14%	2%	6%	1%	1%
45	CCCCN1C=CC(=C2C(=O)c3ccccc3C2=O)C=C1	0.13µM*	-20%	?	?	-5%
46	Clc1ccc(-c2nnc(SCc3ccon3)o2)c(Cl)c1	1.2µM*	?	0.35µM*	1.2µM*	16%
47	CC(=O)N(c1nc(CCl)cs1)c1c(C)cc(C)cc1C	3%	1%	2%	-3%	-10%

item	VP16 counter	MBNL1-CUG inh	RORg inh	BRCA1 expr act	Rab9 promoter act
37	5%	-1%	?	-3%	-4%
38	-2%	-7%	-17%	-37%	-3%
39	?	-8%	?	-58%	-5%
40	5%	5%	?	-8%	-6%
41	6%	-19%	-11%	16%	-5%
42	1%[0.365 µM]	-5%	20%	-5%	-2%
43	-21%	-8%	3%	43%	1%
44	-15%	-16%	1%	2%	10%
45	-2%	?	28%	?	0.032µM*
46	?	-4%	?	?	0.5µM*
47	2%	-10%	11%	13%	-1%

Compound activity deposited in PubChem BioAssay by National Center for Advancing Translational Sciences (NCATS).
